TcdB inh – inhibitors of Clostridioides difficile toxin B glycohydrolase | 0.24% of 350,000 active | TcdB glycohydrolase enzymatic assay, plate reader | P18177 | inhibition, % at 9.99 µM; in the data active = inhibition above about 10%
Target sequence (P18177 whole entry, looked up): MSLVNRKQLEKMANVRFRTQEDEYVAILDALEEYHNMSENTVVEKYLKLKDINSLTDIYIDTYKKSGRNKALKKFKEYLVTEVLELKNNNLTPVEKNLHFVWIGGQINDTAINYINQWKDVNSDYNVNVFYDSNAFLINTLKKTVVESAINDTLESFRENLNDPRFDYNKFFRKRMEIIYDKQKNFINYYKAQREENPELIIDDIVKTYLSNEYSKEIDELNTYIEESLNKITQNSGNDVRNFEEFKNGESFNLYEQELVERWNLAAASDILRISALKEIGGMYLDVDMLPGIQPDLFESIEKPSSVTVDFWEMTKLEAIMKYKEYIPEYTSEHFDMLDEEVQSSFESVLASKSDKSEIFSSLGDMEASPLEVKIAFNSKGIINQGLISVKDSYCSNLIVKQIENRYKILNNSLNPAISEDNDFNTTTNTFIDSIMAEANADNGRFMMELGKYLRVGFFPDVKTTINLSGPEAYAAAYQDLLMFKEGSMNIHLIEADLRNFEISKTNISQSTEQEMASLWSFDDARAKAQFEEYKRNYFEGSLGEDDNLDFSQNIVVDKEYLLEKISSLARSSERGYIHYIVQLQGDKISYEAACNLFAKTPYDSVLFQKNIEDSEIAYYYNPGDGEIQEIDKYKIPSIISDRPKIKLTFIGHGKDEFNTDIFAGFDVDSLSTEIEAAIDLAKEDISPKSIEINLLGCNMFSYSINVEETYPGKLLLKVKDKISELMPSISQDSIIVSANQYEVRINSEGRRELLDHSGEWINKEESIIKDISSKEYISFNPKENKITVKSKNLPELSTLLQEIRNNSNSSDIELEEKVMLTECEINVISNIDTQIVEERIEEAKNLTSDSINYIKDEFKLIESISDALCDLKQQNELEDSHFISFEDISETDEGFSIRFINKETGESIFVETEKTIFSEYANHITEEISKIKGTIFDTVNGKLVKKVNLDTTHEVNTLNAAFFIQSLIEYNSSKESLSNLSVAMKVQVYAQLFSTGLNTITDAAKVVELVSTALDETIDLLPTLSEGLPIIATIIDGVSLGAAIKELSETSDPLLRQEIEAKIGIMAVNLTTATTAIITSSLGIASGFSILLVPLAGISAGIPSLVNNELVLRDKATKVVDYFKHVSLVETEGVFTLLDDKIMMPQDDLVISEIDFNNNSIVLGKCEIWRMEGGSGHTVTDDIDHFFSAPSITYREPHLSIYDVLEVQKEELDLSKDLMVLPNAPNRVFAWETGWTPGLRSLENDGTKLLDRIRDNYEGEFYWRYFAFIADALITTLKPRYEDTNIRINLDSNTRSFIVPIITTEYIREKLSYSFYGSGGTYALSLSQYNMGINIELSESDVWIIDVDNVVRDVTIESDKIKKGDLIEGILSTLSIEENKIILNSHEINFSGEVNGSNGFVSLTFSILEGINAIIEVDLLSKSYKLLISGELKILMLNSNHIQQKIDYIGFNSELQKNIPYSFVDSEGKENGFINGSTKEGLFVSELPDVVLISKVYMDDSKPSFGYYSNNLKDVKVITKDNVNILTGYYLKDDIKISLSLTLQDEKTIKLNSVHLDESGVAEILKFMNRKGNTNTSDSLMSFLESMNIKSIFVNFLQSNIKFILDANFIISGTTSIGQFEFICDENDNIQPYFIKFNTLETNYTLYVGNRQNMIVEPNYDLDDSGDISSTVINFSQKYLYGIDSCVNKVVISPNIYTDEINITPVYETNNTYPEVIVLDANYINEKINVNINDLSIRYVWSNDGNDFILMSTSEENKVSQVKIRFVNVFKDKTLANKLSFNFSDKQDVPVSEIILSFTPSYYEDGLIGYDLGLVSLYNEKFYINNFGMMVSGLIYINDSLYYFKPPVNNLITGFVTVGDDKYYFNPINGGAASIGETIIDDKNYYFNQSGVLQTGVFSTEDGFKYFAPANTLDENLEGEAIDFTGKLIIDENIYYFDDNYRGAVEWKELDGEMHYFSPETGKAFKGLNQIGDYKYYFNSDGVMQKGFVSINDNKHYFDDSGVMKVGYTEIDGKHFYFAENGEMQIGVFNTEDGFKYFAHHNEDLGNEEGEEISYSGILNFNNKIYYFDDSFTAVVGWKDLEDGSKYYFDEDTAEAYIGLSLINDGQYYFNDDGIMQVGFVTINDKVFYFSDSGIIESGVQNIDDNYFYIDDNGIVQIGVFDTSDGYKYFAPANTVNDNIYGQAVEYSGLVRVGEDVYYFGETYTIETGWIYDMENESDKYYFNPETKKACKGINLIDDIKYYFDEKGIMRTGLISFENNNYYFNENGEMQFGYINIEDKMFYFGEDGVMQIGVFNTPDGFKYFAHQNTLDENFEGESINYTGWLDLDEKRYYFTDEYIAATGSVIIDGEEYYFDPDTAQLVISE
An asterisk follows results filed as active.

SMILES	TcdB inh
COc1cccc(C#Cc2cnc3c(c2)C(=O)N([C@H](C)CO)C[C@@H](C)[C@H](CN(C)C)O3)c1	0.9
C[C@@H](O)C#Cc1ccc2c(c1)O[C@H](CN(C)C(=O)CC1CC1)[C@@H](C)CN([C@@H](C)CO)S2(=O)=O	0.0
O=C(C[C@@H]1CC[C@H]2[C@@H](COC[C@H](O)CN2C(=O)Nc2ccc(F)cc2)O1)NCCCN1CCOCC1	0.5
CC(C)(C)[S@](=O)N1Cc2cc(C(=O)NC3CCCCC3)nc(-c3cccc(Br)c3)c2[C@@H]1CCO	-0.4
OC[C@@H]1[C@@H](c2ccc(C#Cc3ccccc3F)cc2)[C@H]2CN(CC3CCOCC3)CCCCN12	0.8
O=C(C[C@H]1C[C@H]2c3cc(NC(=O)CC4CC4)ccc3O[C@H]2[C@@H](CO)O1)NCc1ccccc1	0.0
CN1c2ccc(Br)cc2[C@@H]2[C@@H](CCN2C(=O)c2ccc(F)cc2)[C@H]1CO	-1.4
COc1ccccc1S(=O)(=O)N[C@H]1CC[C@@H](CCNC(=O)C2CCOCC2)O[C@@H]1CO	0.1
COc1ccc(N2C(=O)c3ccccc3NC(=O)C2C(=O)Nc2ccc(N3CCOCC3)cc2)cc1 (configuration not stated)	-1.1
Cc1noc(C)c1S(=O)(=O)Nc1ccc2c(c1)CC(=O)N([C@@H](C)CO)C[C@H](C)[C@@H](CN(C)C)O2	0.7
CO[C@@H]1CN(C)C(=O)c2cc(NC(=O)Nc3ccccc3F)ccc2OC[C@@H](C)NC[C@@H]1C	-2.4
CO[C@@H](CN(C)C(=O)Nc1ccc(F)cc1)[C@@H](C)CN(Cc1ccccc1Cl)[C@@H](C)CO	-0.5
Cc1ccc(S(=O)(=O)N[C@H]2CC[C@H](CC(=O)NCc3ccncn3)O[C@@H]2CO)cc1	0.3
COc1cccc(-c2ccc3c(c2)O[C@@H](CN(C)C(C)=O)[C@@H](C)CN([C@H](C)CO)S3(=O)=O)c1	-1.2
COc1ccc(NC(=O)N2C[C@H](O)COC[C@@H]3O[C@@H](CC(=O)NC4Cc5ccccc5C4)CC[C@H]32)cc1	-1.8
Cc1ccccc1S(=O)(=O)N1CCCCN2[C@@H](CO)[C@H](c3ccc(-c4cncnc4)cc3)[C@@H]2C1	-0.8
CCCC#Cc1ccc([C@H]2[C@@H](CO)N3CCCCN(S(=O)(=O)CC)C[C@H]23)cc1	-0.8
CCC(=O)N(C)C[C@H]1Oc2ncc(C#C[C@@H](C)O)cc2C(=O)N([C@@H](C)CO)C[C@@H]1C	-0.4
CCCN(C)C[C@H]1Oc2cc(C#Cc3ccccn3)ccc2S(=O)(=O)N([C@@H](C)CO)C[C@H]1C	-0.7
C[C@H]1CCCCO[C@@H](CN(C)C(=O)C2CCCCC2)[C@@H](C)CN([C@@H](C)CO)C(=O)c2cc(NC(=O)Nc3ccc(C(F)(F)F)cc3)ccc2O1	-0.2
COC(=O)c1cc2c(c3c4ccccc4n(S(=O)(=O)c4ccccc4)c13)C(=O)N(Cc1ccco1)C2	-0.7
Cc1ccc(S(=O)(=O)N(C)C[C@H]2Oc3ccc(NC(=O)Cc4cn(C)c5ccccc45)cc3C(=O)N([C@@H](C)CO)C[C@@H]2C)cc1	0.2
C[C@@H]1CCCCO[C@@H](CN(C)S(=O)(=O)c2ccc(Cl)cc2)[C@@H](C)CN([C@H](C)CO)C(=O)c2cc(NC(=O)Nc3ccc4c(c3)OCO4)ccc2O1	0.1
C[C@@H]1CN([C@@H](C)CO)C(=O)c2cccc(NC(=O)c3cnccn3)c2O[C@H]1CN(C)Cc1ccc2c(c1)OCO2	0.9
C[C@@H]1CCCCO[C@@H](CN(C)C(=O)CCCN(C)C)[C@@H](C)CN([C@H](C)CO)C(=O)c2cc(NC(=O)Nc3ccc4c(c3)OCO4)ccc2O1	-0.3
C[C@@H](O)C#Cc1ccc([C@H]2[C@@H](CO)N3CCCCN(S(=O)(=O)c4ccccc4)C[C@@H]23)cc1	-0.6
Cc1ccccc1S(=O)(=O)N1CC[C@H]2[C@H](CO)Nc3ccc(C#Cc4ccccc4)cc3[C@H]21	-7.7
O=C(C[C@H]1C[C@@H]2c3cc(NS(=O)(=O)c4ccc(F)cc4)ccc3O[C@@H]2[C@@H](CO)O1)NCc1ccccc1	0.1
C[C@H](CO)N1C[C@H](C)[C@H](CN(C)Cc2ccncc2)Oc2cc(C3=CCCCC3)ccc2S1(=O)=O	0.2
OC[C@H]1[C@H](c2ccc(-c3ccccc3F)cc2)[C@H]2CN(Cc3cccnc3)CCCCN21	-0.3
C[C@H]1CN([C@@H](C)CO)C(=O)c2cc(NC(=O)C3CCCCC3)ccc2O[C@H]1CN(C)C(=O)Nc1cccc2ccccc12	-9.7
C[C@H](CO)N1C[C@H](C)[C@@H](CN(C)C(=O)Cc2ccccc2)Oc2ncc(-c3ccccc3)cc2C1=O	-0.5
COCc1cn(CC[C@H]2CC[C@@H](NC(=O)Nc3ccccc3)[C@H](CO)O2)nn1	-0.7
C[C@H]1CN([C@@H](C)CO)C(=O)c2cc(C3=CCCCC3)cnc2O[C@H]1CN(C)C(=O)Cc1ccncc1	-1.1
CS(=O)(=O)Nc1ccc2c(c1)[C@@H]1C[C@@H](CC(=O)O)O[C@H](CO)[C@@H]1O2	-1.5
Cc1ccccc1-c1cnc2c(c1)C(=O)N([C@H](C)CO)C[C@H](C)[C@H](CN(C)CC1CCOCC1)O2	0.1
O=C(C[C@@H]1C[C@H]2c3cc(NC(=O)C4CCC4)ccc3O[C@H]2[C@@H](CO)O1)NCCN1CCCCC1	-1.1
Cc1noc(C)c1S(=O)(=O)Nc1ccc2c(c1)C(=O)N([C@@H](C)CO)C[C@H](C)[C@@H](CN(C)CC1CC1)O2	-7.3
COc1ccc(NC(=O)N[C@@H]2CC[C@@H](CCNS(=O)(=O)c3cccc(Cl)c3)O[C@@H]2CO)cc1	-12.2
C[C@H]1CN([C@@H](C)CO)C(=O)c2cccc(NC(=O)Nc3ccc4c(c3)OCO4)c2O[C@H]1CN(C)C	0.7
CN(C)CC(=O)N[C@H]1C=C[C@@H](CC(=O)NCc2ccccc2F)O[C@@H]1CO	-0.6
CO[C@@H]1CN(C)C(=O)c2cc(NS(C)(=O)=O)ccc2OC[C@H](C)N(C(=O)C2CCCCC2)C[C@H]1C	0.2
C[C@H](CO)N1C[C@H](C)[C@H](CN(C)C)OCCCC[C@H](C)Oc2ccc(NS(=O)(=O)c3ccc(Cl)cc3)cc2C1=O	-0.1
C[C@@H]1CCCCO[C@@H](CN(C)C(=O)Nc2ccc(C(F)(F)F)cc2)[C@H](C)CN([C@H](C)CO)C(=O)c2cc(NC(=O)c3ccccc3)ccc2O1	-0.3
COCC(=O)N1CC2(C1)CN(Cc1cccc(F)c1)[C@@H](CO)c1c2c2ccc(OC)cc2n1C	0.6
C/C=C/c1ccc([C@@H]2[C@@H](CO)N(C(=O)CN(C)C)C23CN(C(=O)C2CCCC2)C3)cc1	-0.1
CCCCOCCCNC(=O)C[C@H]1C[C@@]2(C(=O)OC)C(=C[C@H](C(C)C)O[C@@H]2C2CC2)N(Cc2ccccc2)C1=O	2.8
COc1ccccc1C(=O)N1CCC2CCNC2C1 (configuration not stated)	-0.9
COc1ccccc1-c1ccc2c(c1)O[C@H](CN(C)Cc1ccc3c(c1)OCO3)[C@H](C)CN([C@H](C)CO)S2(=O)=O	-0.6
COC(=O)[C@@]12C[C@@H](CC(=O)N3CCOCC3)C(=O)N(Cc3ccc4c(c3)OCO4)C1=CCC(C)(C)C2	-0.4
COc1ccc2c3c(n(C)c2c1)[C@H](CO)N(S(=O)(=O)c1ccc(C)cc1)CC31CCN(C(=O)c2ccccn2)CC1	0.5
N#C[C@@H]1[C@H](c2ccc(C#CC3CCCCC3)cc2)[C@@H](CO)N1C(=O)c1cccc(F)c1	-6.4
C[C@@H]1CCCCO[C@H](CN(C)C(=O)NC2CCCCC2)[C@@H](C)CN([C@H](C)CO)C(=O)c2cc(NC(=O)C3CCCCC3)ccc2O1	-0.2
O=C(C[C@@H]1C=C[C@@H](NS(=O)(=O)c2ccccc2)[C@@H](CO)O1)N1CCc2ccccc2C1	0.8
CC(C)NC(=O)Nc1cccc2c1O[C@@H](CN(C)S(=O)(=O)c1ccccc1)[C@@H](C)CN([C@@H](C)CO)C2=O	-0.8
C[C@@H]1CCCCO[C@H](CN(C)S(=O)(=O)c2cccs2)[C@H](C)CN([C@H](C)CO)C(=O)c2cc(NC(=O)C3CCCCC3)ccc2O1	0.1
Cc1noc(C)c1S(=O)(=O)N(C)C[C@H]1Oc2ccc(NC(=O)NC(C)C)cc2CC(=O)N([C@H](C)CO)C[C@@H]1C	-0.1
CCCN1[C@@H]2Cn3c(ccc(-c4ccccc4)c3=O)[C@H]1[C@@H](C(=O)NCCCN1CCOCC1)[C@@H]2CO	-1.3
COc1ccc(S(=O)(=O)N(C)C[C@H]2Oc3c(NC(=O)c4ccc(-c5nccs5)cc4)cccc3C(=O)N([C@@H](C)CO)C[C@H]2C)cc1	0.0
O=C(c1cccc(F)c1)N1CCCCN2[C@@H](CO)[C@H](c3ccc(-c4ccncc4)cc3)[C@@H]2C1	-7.9

As entered above.
Result for CC(C)NC(=O)Nc1cccc2c1O[C@@H](CN(C)S(=O)(=O)c1ccccc1)[C@@H](C)CN([C@@H](C)CO)C2=O under TcdB inh: -0.8
Result for C[C@H]1CN([C@@H](C)CO)C(=O)c2cccc(NC(=O)Nc3ccc4c(c3)OCO4)c2O[C@H]1CN(C)C under TcdB inh: 0.7

The list continues.
SMILES	TcdB inh
COc1ccccc1-c1ccc([C@@H]2[C@@H](C#N)N(C(=O)C3CCC3)[C@@H]2CO)cc1	0.8
Cc1noc(C)c1S(=O)(=O)Nc1cccc2c1O[C@H](CN(C)Cc1ccc(C(=O)O)cc1)[C@@H](C)CN([C@@H](C)CO)C2=O	-1.4
CCC(=O)N1C[C@@H](C)[C@@H](OC)CN(C)C(=O)c2ccc(NC(=O)c3ccc(F)cc3)cc2OC[C@@H]1C	0.7
COc1ccccc1C(=O)Nc1ccc2c(c1)C(=O)N(C)C[C@H](OC)[C@@H](C)CN(C)[C@@H](C)CO2	-0.4
CC(C)CC#Cc1cnc2c(c1)C(=O)N([C@H](C)CO)C[C@@H](C)[C@@H](CN(C)Cc1ccccc1)O2	1.8
Cc1ccc(-c2cnc3c(c2)C(=O)N([C@@H](C)CO)C[C@@H](C)[C@@H](CN(C)C(=O)Cc2cccnc2)O3)cc1	-5.7
CN1CCN(C(=O)C[C@@H]2CC[C@H]3[C@H](COc4ccc(NC(=O)c5cscn5)cc4C(=O)N3C)O2)CC1	-0.2
C[C@H](CO)N1C[C@H](C)[C@H](CN(C)C(=O)Nc2ccc(C(F)(F)F)cc2)Oc2ccc(NC(=O)CCN3CCOCC3)cc2CC1=O	1.2
C/C=C/c1ccc2c(c1)O[C@H](CN(C)Cc1cncnc1)[C@H](C)CN([C@@H](C)CO)S2(=O)=O	-2.0
CC(C)c1cn(CC[C@@H]2CC[C@H](NS(=O)(=O)c3ccccc3)[C@@H](CO)O2)nn1	-0.2
C[C@@H]1CN([C@H](C)CO)C(=O)c2cccc(NS(=O)(=O)c3ccc(F)cc3)c2O[C@@H]1CN(C)Cc1ccc(C(F)(F)F)cc1	0.4
C[C@H](CO)N1C[C@H](C)[C@H](CN(C)S(=O)(=O)c2ccc(F)cc2)Oc2ccc(NC(=O)Nc3ccccc3)cc2CC1=O	-0.5

Sorted by molar mass (low to high): 7 of the compounds above.
SMILES	TcdB inh
COc1ccccc1S(=O)(=O)N[C@H]1CC[C@@H](CCNC(=O)C2CCOCC2)O[C@@H]1CO	0.1
COCC(=O)N1CC2(C1)CN(Cc1cccc(F)c1)[C@@H](CO)c1c2c2ccc(OC)cc2n1C	0.6
Cc1ccccc1S(=O)(=O)N1CCCCN2[C@@H](CO)[C@H](c3ccc(-c4cncnc4)cc3)[C@@H]2C1	-0.8
Cc1noc(C)c1S(=O)(=O)N(C)C[C@H]1Oc2ccc(NC(=O)NC(C)C)cc2CC(=O)N([C@H](C)CO)C[C@@H]1C	-0.1
C[C@H](CO)N1C[C@H](C)[C@H](CN(C)C)OCCCC[C@H](C)Oc2ccc(NS(=O)(=O)c3ccc(Cl)cc3)cc2C1=O	-0.1
C[C@@H]1CN([C@H](C)CO)C(=O)c2cccc(NS(=O)(=O)c3ccc(F)cc3)c2O[C@@H]1CN(C)Cc1ccc(C(F)(F)F)cc1	0.4
C[C@@H]1CCCCO[C@@H](CN(C)S(=O)(=O)c2ccc(Cl)cc2)[C@@H](C)CN([C@H](C)CO)C(=O)c2cc(NC(=O)Nc3ccc4c(c3)OCO4)ccc2O1	0.1

(cont.)
SMILES	TcdB inh
C[C@@H]1CN([C@H](C)CO)C(=O)c2cccc(NC(=O)Nc3ccc4c(c3)OCO4)c2O[C@@H]1CN(C)S(=O)(=O)c1cccs1	0.1
C[C@H]1CN([C@@H](C)CO)C(=O)c2cc(NS(=O)(=O)c3ccc(F)cc3)ccc2O[C@H]1CN(C)S(=O)(=O)c1ccc(Cl)cc1	0.2
CCC(=O)Nc1ccc2c(c1)C(=O)N(C)[C@H]1CC[C@@H](CC(=O)NCCCN(C)C)O[C@@H]1CO2	-1.5
C[C@H]1CN([C@@H](C)CO)C(=O)Cc2cc(NC(=O)CCCN(C)C)ccc2O[C@@H]1CN(C)S(C)(=O)=O	0.7
CC(C)C#Cc1ccc2c(c1)O[C@@H](CN(C)C(=O)c1cccc(F)c1)[C@@H](C)CN([C@H](C)CO)S2(=O)=O	-3.1
CC(C)CC#Cc1ccc2c(c1)O[C@@H](CN(C)C(=O)c1ccccn1)[C@@H](C)CN([C@H](C)CO)S2(=O)=O	0.5
CCCC#Cc1cnc2c(c1)C(=O)N([C@H](C)CO)C[C@H](C)[C@H](CN(C)Cc1ccc(C(=O)O)cc1)O2	1.6
C[C@@H]1CN([C@@H](C)CO)C(=O)Cc2cc(NC(=O)CCC(F)(F)F)ccc2O[C@@H]1CN(C)C(=O)Nc1ccc(F)cc1	0.7
CC(C)NC(=O)Nc1cccc2c1O[C@@H](CN(C)Cc1ccncc1)[C@@H](C)CN([C@@H](C)CO)C2=O	0.1
COc1ccc(S(=O)(=O)Nc2ccc3c(c2)C(=O)N([C@@H](C)CO)C[C@H](C)[C@H](CN(C)C(=O)Nc2c(C)noc2C)OCCCC[C@@H](C)O3)cc1	0.4

Some of the compounds tested, so the mix of outcomes need not match the whole.
